# TbREL1 primary: TbREL1 RNA ligase inhibitors, primary screen, biochemical, FRET fluorescence | RNA-editing ligase 1, mitochondrial (Trypanosoma brucei brucei), P86926 | TbREL1 RNA ligation | inhibition, % at 9.66 µM | actives 0.49% (n = 89,000) | AID 1117264, 2014;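 active means inhibition above the mean inhibition across all screened compounds plus 3 SD, cut at about 11% in these data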;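 further: 0% = plate median of test wells and 100% = NSC42067 control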
# Target sequence (P86926 whole entry, looked up): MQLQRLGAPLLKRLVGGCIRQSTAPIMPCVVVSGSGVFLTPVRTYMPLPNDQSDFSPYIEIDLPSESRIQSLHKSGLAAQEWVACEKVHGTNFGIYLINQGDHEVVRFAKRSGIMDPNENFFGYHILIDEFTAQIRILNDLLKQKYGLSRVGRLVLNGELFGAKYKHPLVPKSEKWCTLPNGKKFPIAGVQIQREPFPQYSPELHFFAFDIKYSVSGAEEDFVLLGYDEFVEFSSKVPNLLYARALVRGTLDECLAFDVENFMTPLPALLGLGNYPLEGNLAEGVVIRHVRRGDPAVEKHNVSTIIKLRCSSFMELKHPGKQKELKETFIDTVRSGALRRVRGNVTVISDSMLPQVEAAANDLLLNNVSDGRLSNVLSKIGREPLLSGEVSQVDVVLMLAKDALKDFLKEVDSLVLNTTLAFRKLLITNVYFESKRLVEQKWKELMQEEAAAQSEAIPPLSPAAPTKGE
# Active calls of the source: *; & = joins results of further samples.
SMILES,TbREL1 primary
Cc1csc(=O)n1CC(=O)OCC(=O)Nc1ccc(F)c(F)c1,1
O=C(CCn1c(=O)oc2ccccc21)NCCN1CCc2ccccc2C1,2
CN(Cc1nccs1)C(=O)C1CCC(=O)N(CCc2ccc(Cl)cc2)C1 (stereo not drawn),0
C/C(=N\NC(=O)c1ccc(N(C)C)cc1)c1ccc(C)c(C)c1,0
COCCCNC(=S)NNC(=O)c1cc(-c2cccnc2)nc2ccccc12,-8
O=C(CCS(=O)(=O)c1cccs1)Nc1ccc(C(=O)NCc2ccccc2)cc1,-3
COc1ccc(C(=O)NC(=S)N(C)C2CCCCC2)cc1Br,0
Oc1ccccc1CN1CCN(C(O)(c2ccccc2)c2ccccc2)CC1,0
Cc1ccc(NS(=O)(=O)c2ccc3c(c2)CCC(=O)N3)cc1,4&5
CCc1ccccc1N=Nc1c(N)[nH]n(-c2ccccc2)c1=O,3
CN(C)CCC1Sc2ccccc2Oc2ccccc21 (stereo not drawn),2
Cc1cccc(CCNC(=O)C2CCN(S(=O)(=O)c3c(C)nn(C)c3C)CC2)c1,-4
CCOc1cc(C(=O)NCC(C)CN(C)C)cc(OCC)c1OCC (stereo not drawn),1
CN(C)S(=O)(=O)n1cnc([C@@H]2[C@@H]3C(=O)OC[C@@H]3C[C@]23N=CN(Cc2ccccc2)C3=O)c1,1
CCOC(=O)CC1C(=O)NC2CCCCC2N1C(=O)Nc1ccc(Cl)cc1 (stereo not drawn),0
CN(C)C(=O)C[C@H]1CC[C@H]2[C@H](COc3ccc(NC(=O)C4CC4)cc3C(=O)N2C)O1,-1
CC(Sc1ccc(S(=O)(=O)N2CCOCC2)cn1)C(=O)Nc1ccc(Cl)cc1Cl (stereo not drawn),-2
COc1ccc(C(C(=O)NC2CCCC2)N(Cc2ccccc2)C(=O)c2snc(C(N)=O)c2N)cc1OC (stereo not drawn),-6
CC1CCc2nn(CC(=O)NCCCN3CCOCC3)cc2C1 (stereo not drawn),1
Cc1ccccc1CNC(=O)C(=O)NCC1OCCCN1S(=O)(=O)c1ccc(F)cc1C (stereo not drawn),-2
CC1(C)CC(=O)c2c(n(-c3cccc4ccccc34)ccc2=O)C1,0
COc1cc(OC)cc(C(=O)NNC(=O)c2ccccc2Br)c1,2
O=C1CC(Cc2ccccc2)C(=O)N1c1ccc(Cl)cn1 (stereo not drawn),1
COc1ccc(C(=O)NCCN2C(=O)C3C4C=CC(C4)C3C2=O)cc1OC (stereo not drawn),1
CCc1ccc(NC(=S)N(CCCN2CCN(C)CC2)Cc2cccs2)cc1,-1
CCOCCOc1cccc(C(=O)NC(c2ccccc2)c2ccccc2)c1,-3
Cc1ccc2cc(CCNC(=O)c3ccc(C)c([N+](=O)[O-])c3)c(=O)[nH]c2c1,1
O=C(CCc1ccccc1Cl)Nc1cc(S(=O)(=O)N2CCOCC2)ccc1N1CCCC1,-2
O=C1CN(C(=O)COC(=O)C2=COCCO2)c2ccccc2N1,2
O=C(CCN1CCC2CCC(C2)C1)c1ccc(F)cc1 (stereo not drawn),-1
COc1ccc(CCN2CC(C(=O)OCC(=O)NCc3ccccc3Cl)CC2=O)cc1OC (stereo not drawn),-4
COC(=O)[C@@]1(Cc2ccc(F)cc2)[C@H]2c3cc(C(=O)N(C)C)n(CCc4ccccn4)c3C[C@H]2CN1C(=O)c1ccccc1,-4
O=C(CSc1ccc2nnc(-c3cccs3)n2n1)N1CCOCC1,6
Cc1ccc(NC(=O)c2[nH]cnc2C(=O)NN)cc1,-1
COc1ccccc1CO/N=C/c1cccn1-c1nccc(N(C)C)c1C#N,-4
Cc1ccc(S(=O)(=O)Nc2ccc(NC(=O)CN3CCCCC3)c(Cl)c2)cc1,-1
COc1ccc(-n2c(=S)[nH]c3cc(C(=O)Nc4ccc(C)c(F)c4)ccc3c2=O)c(OC)c1,-7
CN(C)S(=O)(=O)N(CC(=O)N1CCN(Cc2ccccc2)CC1)c1ccccc1,-4
Cc1ccc(S(=O)(=O)c2c(N)n(CCC(C)C)c3nc4ccccc4nc23)cc1,8
CCc1cc(C(=O)OCC(=O)NCCc2ccccc2)sc1C,-3
COCCCN1C(=O)c2ccc(C(=O)OCC(=O)N(C)c3ccccc3)cc2C1=O,-3
CCc1cccc(NC(=O)C2CCN(c3ncnc4sc(C)c(C)c34)CC2)c1,-2
O=c1/c(=C/c2ccco2)sc2n1CN(c1ccccc1)CN=2,4
CCOC(=O)C1CCN(c2c(NCc3ccc(N(C)C)cc3)c(=O)c2=O)CC1,-6
CCOc1ccc(NC(=S)N(CCCN2CCCC2)Cc2cccn2Cc2ccc(Cl)cc2)cc1,-1
CC#CCN(CC#CC)S(=O)(=O)c1ccc(S(=O)(=O)N2CCOCC2)cc1,2
Cc1cccc(N(C(=O)CCC(=O)Nc2cccnc2)C(C(=O)NC2CCCC2)c2ccncc2)c1 (stereo not drawn),0
CCN1CCN(C(c2ccc(OC)cc2)c2nnnn2Cc2ccc3c(c2)OCO3)CC1 (stereo not drawn),0
CCC(=O)N(CC)Cc1cc(=O)[nH]c2ccccc12,2
COc1ccc2c(c1)-c1nc(/N=C/c3ccc(O)cc3)sc1CC2,-1
CC(=O)c1ccc(N2CCN(C(=O)c3ccc4[nH]c(C)c(C)c4c3)CC2)cc1,-6
O=C(Nc1ccc(N2CCOCC2)c(S(=O)(=O)Nc2cc(Cl)ccc2Cl)c1)c1cccnc1,-2
COCCCC1CCN(C(=O)C2CCC(=O)N(C3CCCCCC3)C2)CC1 (stereo not drawn),-1
CC(=O)c1cc(C#N)c(SCc2ccc(F)cc2)nc1C,1
CCS(=O)(=O)c1nc(S(=O)(=O)c2ccc(Cl)cc2)c(NCCCN2CCOCC2)s1,0
COc1cc(OC)nc(/N=C/NO)n1,2
CC(C)C(=O)N1CCN(c2ccc(NC(=O)c3ccc([N+](=O)[O-])o3)cc2Cl)CC1,-1
CCOC(=O)COc1ccc(C)cc1-c1ccno1,0
CC(=O)Nc1cccc(C(=O)OC(C)C(=O)NC(=O)NC2CCCCC2)c1 (stereo not drawn),-1
CCN(CC)S(=O)(=O)c1ccc(-c2nnc3sc4cccc(C)c4n23)cc1,0

# Next compounds follow.
SMILES,TbREL1 primary
O=[N+]([O-])c1cccc(CNc2ccc3c(c2)CCC3)c1,1
COc1ccccc1CNCC(=O)Nc1ccc(C(F)(F)F)cc1,2
CC(C)C(=O)Nc1nc(-c2ccccc2)ns1,2
CN(C)S(=O)(=O)c1ccc(N2CCCC2)c(C(=O)NCc2ccc(Cl)cc2)c1,-2
Cc1ccc(NC(=O)c2ccc(Cl)c(NC(=O)c3cccs3)c2)cc1,1
COc1cccc(C(=O)Nc2ccc(C(=O)NCC3COc4ccccc4O3)cc2)c1 (stereo not drawn),4
CCn1c(SCC(=O)NCc2cccs2)nnc1-c1ccco1,-2
CCN(CC)S(=O)(=O)c1ccc(N2CCCC2)c(NC(=O)C2=COCCO2)c1,1
Cc1ccc(C(=O)NCC(c2ccco2)N2CCOCC2)cc1 (stereo not drawn),3
CCCN1C(=O)/C(=C/c2cc(C)n(C)c2C)SC1=Nc1ccc(OC)cc1,-4
CCOC(=O)N1N=C(c2ccccc2)CC1(O)C(F)(F)F (stereo not drawn),2
CCOC(=O)CSc1nnc(COc2cccc(C)c2)o1,-1
CC1=C(C(=O)N2CCN(c3cc(C)ccc3C)CC2)C2(CCCCC2)OC1=O,4
CN1CCN(C(=O)c2ccc3ccccc3c2)CC1,1
Cc1cccc(C(=O)N[C@@H]2c3ccccc3C[C@@H]2O)n1,0
COc1ccccc1-c1cc(C(=O)NCc2ccccc2)no1,5
COc1cc(Cl)ccc1OCc1cc(C(=O)N2CCCCCC2)no1,-1
COc1ccc(-c2cc(C(=O)N3CCN(c4ccccc4O)CC3)c3ccccc3n2)cc1,2
Cc1cccc(C)c1NC(=O)CSc1nnc(C)n1-c1ccccc1,0
CCOC(=O)CC(=O)CSCC(=O)Nc1ccc(C)cc1,-3
COc1cc(/C=N/NC(=O)c2cccs2)ccc1OCc1ccccc1,0
COc1ccc2sc(-c3ccccc3OC)c(-c3ccc(OC)nc3)c2c1,7
Cc1cc(C)nc(SCC(=O)Nc2ccc(S(=O)(=O)N3CCCCC3)cc2)n1,2
CCN1C(=O)[C@@H]2[C@@H](c3ccc(SC4CCCCC4)cc3)N3CCCC[C@@]3(C(=O)OC)[C@@H]2C1=O,0
COc1ccc(CNC(=S)NNC(=O)c2cc3ccccc3o2)cc1,-9
COc1cccc(N2CCN(S(=O)(=O)c3ccc4c(c3)CC(C)N4C(=O)C3CC3)CC2)c1 (stereo not drawn),0
O=C(Cc1c[nH]c2ccccc12)Nc1ccc(Nc2cccnc2)c(-c2cccc(Cl)c2)c1,-2
C[C@H]1CN=C(Nc2ccccc2)N1CC1CCC1,2
COc1ccc(CN(CC2CCC(C(=O)O)CC2)C(=S)Nc2cc(C)ccc2C)cc1 (stereo not drawn),-1
O=C(/C=C/c1ccc([N+](=O)[O-])s1)N1CCCCC1,-4
O=[N+]([O-])c1cccc(Nc2c3ccccc3nc3ccccc23)c1,0
Cc1ccc(OCCN(C)C(=O)C2CCC(=O)N(CCCN3CCOCC3)C2)cc1 (stereo not drawn),-2
CCSc1nnc(NC(=O)Cc2ccc(OC)c(OC)c2)s1,1
COc1ccc2c(=O)c(-c3ccc(C)cc3)c(-c3ccccc3)oc2c1,0
O=C(O)c1ccc(S(=O)(=O)c2ccc3c(c2)C(=O)N(NC(=O)c2cccnc2)C3=O)cc1,2
COCCN(Cc1ccccc1)C(=O)c1cccc(S(=O)(=O)N(C)c2c(C)n(C)n(-c3ccccc3)c2=O)c1,8
O=C(CN(C(=O)CCC(=O)Nc1nccs1)c1ccc(F)cc1)NCc1ccco1,-2
CC(=O)Nc1ccc(OCC(=O)NC(C)c2ccc(F)cc2)cc1 (stereo not drawn),0
COc1ccccc1NS(=O)(=O)c1cccc(C(=O)NNC(=O)c2ccc(=O)[nH]c2)c1,2
COC(=O)CN1C(=O)[C@H]2[C@@H](c3ccc(C)o3)N3C(=O)CN(Cc4ccccc4)C(=O)[C@@]3(C)[C@H]2C1=O,-1
COc1ccc(NC(=O)C2CCN(C(=O)Nc3ccc(C)cc3)CC2)cc1OC,0
COCCCN(C(C)=O)c1nc(-c2ccccc2)cs1,2
Cc1cc(=O)oc2cc(OCC#N)ccc12,-2
C[C@H]1CCC/C=C/C(=O)c2c(O)cc(O)cc2CC(=O)O1,6
Cn1cccc1C(=O)NNC(=O)COc1ccc(C#N)cc1,0
CC1Cc2[nH][nH]c(=O)c2C(C2CCCC2)O1 (stereo not drawn),-5
O=[N+]([O-])c1nn(-c2ccc3c(c2)OCCO3)n(O)c1=NCCCO,0
CCCCn1c(-c2ccco2)nc2ccccc2c1=O,0
CCCOC(=O)C[N+](C)(C)CCOC1CC2CCC1(C)C2(C)C (stereo not drawn),6
COc1ccccc1N1CCN(C2CCCN(S(=O)(=O)c3cccc(Cl)c3)C2)CC1 (stereo not drawn),1
CC(=O)c1cccc(NC(=S)NC2CCCCCCC2)c1,-7
Cc1noc(C(=O)NC2CCCCC2)c1Cl,2
O=C(NCC1COc2ccccc2O1)c1cn(Cc2ccc(F)cc2)nn1 (stereo not drawn),2
Cc1cc(C)cc(C(=O)Nc2cccnc2Cl)c1,2
O=C(NNC(=S)NCc1ccc(Cl)cc1)c1ccc2c(c1)OCO2,-9
O=S(=O)(Nc1cccc(CO)c1)c1cccs1,0
COc1ccc(-c2coc3cc4oc(=O)c5ccccc5c4cc23)cc1F,3
CC(=O)c1c(C)[nH]c(C(=O)COC(=O)CCOc2ccc(C)cc2)c1C,2
COc1ccc(F)cc1-c1cc(C(=O)NCc2ccccc2)[nH]n1,5
CCCCCCNCc1c(F)cccc1Cl,-1

# Some values from the results shown.
# TbREL1 primary result of O=C(NNC(=S)NCc1ccc(Cl)cc1)c1ccc2c(c1)OCO2 → -9
# TbREL1 primary result of Cc1noc(C(=O)NC2CCCCC2)c1Cl → 2

# New compounds follow.
SMILES,TbREL1 primary
O=C(c1ccc2c(c1)OCO2)C1CCCN(Cc2cccc(C(F)(F)F)c2)C1 (stereo not drawn),-2
CCn1cc(Cl)c(C(=O)Nc2ccccc2C(N)=O)n1,-1
Cc1cccc(NC(=O)CNC(=O)COc2ccc(C(=O)c3ccc(F)cc3)cc2)c1C,2
COc1ccccc1[C@H]1C(c2ccc(F)cc2)=NN(c2ccccc2)[C@@H]1CO,1
CCC(C)N(C(=O)CN1C(=O)C2CCCCN2C(=O)c2ccccc21)C(C)CC (stereo not drawn),-2
CCOC(=O)c1cc(-c2ccc(OC)cc2)nn1-c1ccc(C(=O)O)cc1,0
Cc1cc(C)cc(NC(=S)NC2CC3CCCC(C2)N3CC(C)C)c1 (stereo not drawn),-4
O=C(Nc1ccc(-c2nc3cccnc3s2)cc1)c1cccnc1Cl,-3
CN(CC(=O)Nc1ccccc1Br)C(=O)CN(C)C1CCCCC1,-1

# A second format for part of the listing above.
Structure	TbREL1 primary
O=C(NCC1COc2ccccc2O1)c1cn(Cc2ccc(F)cc2)nn1 (stereo not drawn)	2
Cc1cc(C)cc(C(=O)Nc2cccnc2Cl)c1	2
O=C(NNC(=S)NCc1ccc(Cl)cc1)c1ccc2c(c1)OCO2	-9
O=S(=O)(Nc1cccc(CO)c1)c1cccs1	0
COc1ccc(-c2coc3cc4oc(=O)c5ccccc5c4cc23)cc1F	3
CC(=O)c1c(C)[nH]c(C(=O)COC(=O)CCOc2ccc(C)cc2)c1C	2
COc1ccc(F)cc1-c1cc(C(=O)NCc2ccccc2)[nH]n1	5
CCCCCCNCc1c(F)cccc1Cl	-1
O=C(c1ccc2c(c1)OCO2)C1CCCN(Cc2cccc(C(F)(F)F)c2)C1 (stereo not drawn)	-2
CCn1cc(Cl)c(C(=O)Nc2ccccc2C(N)=O)n1	-1
Cc1cccc(NC(=O)CNC(=O)COc2ccc(C(=O)c3ccc(F)cc3)cc2)c1C	2
COc1ccccc1[C@H]1C(c2ccc(F)cc2)=NN(c2ccccc2)[C@@H]1CO	1
CCC(C)N(C(=O)CN1C(=O)C2CCCCN2C(=O)c2ccccc21)C(C)CC (stereo not drawn)	-2
CCOC(=O)c1cc(-c2ccc(OC)cc2)nn1-c1ccc(C(=O)O)cc1	0
Cc1cc(C)cc(NC(=S)NC2CC3CCCC(C2)N3CC(C)C)c1 (stereo not drawn)	-4
O=C(Nc1ccc(-c2nc3cccnc3s2)cc1)c1cccnc1Cl	-3
CN(CC(=O)Nc1ccccc1Br)C(=O)CN(C)C1CCCCC1	-1

# High-throughput results (PubChem BioAssay)

# A portion of the library; rates above refer to the full screens.
